hERG rescue = hERG rescue from dofetilide block, primary screen, cell-based, CHO-hERG, FluxOR thallium flux, dofetilide IC70; Voltage-gated inwardly rectifying potassium channel KCNH2 (Homo sapiens), Q12809; dofetilide IC70 present; activation (rescue from dofetilide block), less the hit threshold, % at 10 µM; actives 0.51% (n = 310,000);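 active = activation above the mean of controls blocked by dofetilide plus 5 SD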;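 note: thallium influx through hERG after potassium depolarization seen as dye fluorescence rise; in these data hits start at about 4.7%; inactives centre near -7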
HDAC3 inhib = HDAC3 deacetylase inhibitors, primary screen, biochemical, fluorescence, cell-free homogeneous; Histone deacetylase 3 (Homo sapiens), O15379; recombinant HDAC3, fluorogenic peptide/trypsin coupled; inhibition, % at 8.3 µM; actives 0.15% (n = 320,000); in the data active = inhibition above about 26%, passing the limit was not always enough; inconclusive = no clear call, values can overlap the other calls
ANO1 block = TMEM16A chloride channel inhibitors, primary screen, cell-based, HTS. Anoctamin-1 (Mus musculus), Q8BHY3. HEK293 TMEM16A/YFP iodide influx fluorescence, ionomycin. normalized B-score (activity score, 25-100; higher = stronger inhibition) at 10 µM. actives 1.2% (n = 310,000);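 active = ratio plate-corrected score three or more library SD toward inhibition, starting fluorescence score within five deviations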;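 note: score derived from kinetic fluorescence span divided by baseline fluorescence per well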
Target sequence (Q8BHY3 whole entry, looked up): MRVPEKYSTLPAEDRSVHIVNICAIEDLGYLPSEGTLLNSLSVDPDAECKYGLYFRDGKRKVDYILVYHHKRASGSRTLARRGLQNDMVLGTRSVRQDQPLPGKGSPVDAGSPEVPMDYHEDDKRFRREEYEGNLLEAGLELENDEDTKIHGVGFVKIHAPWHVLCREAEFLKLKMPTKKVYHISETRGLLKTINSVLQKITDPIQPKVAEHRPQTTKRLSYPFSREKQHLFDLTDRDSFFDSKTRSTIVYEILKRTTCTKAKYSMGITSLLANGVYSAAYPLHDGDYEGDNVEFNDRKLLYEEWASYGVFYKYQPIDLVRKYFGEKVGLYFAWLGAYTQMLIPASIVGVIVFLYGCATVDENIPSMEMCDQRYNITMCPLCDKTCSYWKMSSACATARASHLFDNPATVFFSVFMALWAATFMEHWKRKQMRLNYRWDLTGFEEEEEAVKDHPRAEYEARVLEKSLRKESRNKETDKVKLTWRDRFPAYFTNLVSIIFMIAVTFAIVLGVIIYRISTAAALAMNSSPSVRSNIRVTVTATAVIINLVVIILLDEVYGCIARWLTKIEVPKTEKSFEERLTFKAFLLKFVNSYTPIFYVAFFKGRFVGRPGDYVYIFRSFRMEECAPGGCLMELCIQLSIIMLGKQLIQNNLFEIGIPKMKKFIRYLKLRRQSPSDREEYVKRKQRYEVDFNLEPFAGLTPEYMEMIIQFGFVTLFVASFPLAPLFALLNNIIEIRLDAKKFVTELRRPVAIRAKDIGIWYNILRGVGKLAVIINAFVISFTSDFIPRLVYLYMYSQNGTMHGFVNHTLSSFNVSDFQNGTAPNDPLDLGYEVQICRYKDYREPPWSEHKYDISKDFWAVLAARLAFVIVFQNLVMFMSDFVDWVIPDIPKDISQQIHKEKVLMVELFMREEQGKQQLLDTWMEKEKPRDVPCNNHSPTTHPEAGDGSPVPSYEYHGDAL
TRPC4 act = activators of mouse TRPC4 channel, primary screen, Fluo4 calcium, HEK293 TRPC4beta/mu-opioid cells; Short transient receptor potential channel 4 (Mus musculus), Q9QUQ5; Fluo4 calcium fluorescence; hits give high values; B-score at 10 µM; actives 0.49% (n = 310,000);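 active = B-score above 5 SD of library B-scores, and initial fluorescence ratio not above library mean plus 5 SD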;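 note: positive B-score marks a calcium rise read as TRPC4 activation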
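Material: TRPC4beta and mu-opioid receptor HEK293 stable cells | Incubation: 45 min room-temperature Fluo4 loading, 110 s read | Detection: Kinetic Fluo4 calcium fluorescence | Measure: Integrated baseline-normalised fluorescence ratio, converted to per-well B score | Benchmarks: Low control buffer alone, high control maximal DAMGO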
TRPC4 potent = positive allosteric modulators of TRPC4, primary screen, cell-based, mouse TRPC4beta, HEK293 mu-opioid, Fluo-4 calcium; Short transient receptor potential channel 4 (Mus musculus), Q9QUQ5; DAMGO EC20, Fluo-4 Ca2+ flux; hits give high values; B-score at 10 µM; actives 0.42% (n = 310,000);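 active = B-score of calcium response area above 5 SD of library B-scores, with initial fluorescence ratio within 5 SD of library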;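 note: B-score of integrated fluorescence ratio over time as area under calcium response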
KCNK9 block = KCNK9 potassium channel inhibitors, primary screen, HEK293 cells, thallium flux | Potassium channel subfamily K member 9 (Homo sapiens), Q9NPC2 | FluxOR thallium flux fluorescence; hits give low values | B-score at 10 µM | actives 1.2% (n = 310,000) | AID 488922, 2010;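 active = ratio B-score over 3 SD below the library mean, with starting fluorescence within 5 SD of its mean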;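 note: negative B-score means less thallium flux so channel inhibition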
KCNK3 block = human KCNK3 channel inhibitors, primary screen, CHO cells, FluxOR thallium flux, B-score | FluxOR fluorescence; hits give low values | B-score at 10 µM | actives 0.84% (n = 340,000) | AID 602410, 2012;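 active = B-score under library mean minus 4 SD, starting fluorescence ratio at most library mean plus 5 SD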;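 note: more negative B-score means stronger inhibition of thallium flux through KCNK3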
ANO1 activ = TMEM16A chloride channel activators or potentiators, primary screen, cell-based, HTS. actives 0.3% (n = 340,000). B-score at 10 µM. Anoctamin-1 (Mus musculus), Q8BHY3. HEK293 TMEM16A/YFP-H148Q/I152L, iodide quench fluorescence; hits give low values;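 active = fluorescence-ratio B-score plate-corrected deviation score at least 3 library SD below zero, with starting fluorescence score within 5 deviations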;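 note: channel opened by trigger with iodide after compound preincubation; score built on the fluorescence ratio of max minus min over baseline; more negative score means more quench and so TMEM16A activation or potentiation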
Dyrk1A ADPGlo = rat Dyrk1A kinase inhibitors, primary screen, biochemical, single point, plate reader | actives 0.43% (n = 310,000) | Dual specificity tyrosine-phosphorylation-regulated kinase 1A (Rattus norvegicus), Q63470 | ADP-Glo luminescence, NFATc1 peptide | inhibition, % at 12.5 µM; in the data active = inhibition above about 50%;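 note: plate controls were vehicle with enzyme for no effect and no enzyme for full effect; many of its hits are not listed in these tables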
KCNQ1 pot = potentiators or activators of KCNQ1 channel, primary screen, cell-based, thallium flux, high-throughput. B-score at 10 µM. CHO-K1 KCNQ1, thallium flux FluxOR fluorescence; hits give high values. actives 0.35% (n = 310,000). AID 2648, 2010. Potassium voltage-gated channel subfamily KQT member 1 (Homo sapiens), P51787;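 active = fluorescence ratio B-score, a plate-corrected score, at least three library SD, with initial intensity B-score within 5 SD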
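System: CHO-K1 cells stably expressing KCNQ1 / Medium: assay buffer for compound exposure, DMSO matched across wells / Reagent: thallium- and potassium-containing depolarizing buffer / Compound: one concentration, matched DMSO / Incubation: 20 min compound pretreatment at room temperature / Measured by: kinetic FluxOR fluorescence, 10 s baseline plus 110 s post-stimulus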
KCNQ1 block = inhibitors of human KCNQ1 channel, primary screen, cell-based, thallium flux, high-throughput; actives 1.3% (n = 310,000); B-score at 10 µM; AID 2642, 2010; CHO-K1 KCNQ1, FluxOR thallium flux fluorescence; hits give high values;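 active = compounds whose thallium flux B-score, printed positive for inhibition, exceeds three library SD while starting fluorescence stays within three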;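 note: channel opened by potassium depolarization with thallium stimulus after 20 min compound exposure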
Numbers without * were called inactive; i = inactive; ? = inconclusive; / = no result given. This is a subset (hit frequency here may not be typical).

SMILES	hERG rescue	HDAC3 inhib	ANO1 block	TRPC4 act	TRPC4 potent	KCNK9 block	KCNK3 block	ANO1 activ	Dyrk1A ADPGlo	KCNQ1 pot	KCNQ1 block
COc1cc(OC)cc(-c2nc(SCC(=O)Nc3ccccc3F)n[nH]2)c1	-6.0	-2.4	i	i	i	i	i	i	-6.1	i	i
COc1ccc(CCNC(=S)Nc2cccc3ccccc23)cc1	-4.1	0.7	i	i	i	i	i	i	-1.4	i	i
Cc1ccc(S(=O)(=O)Nc2nc(C)c(C(=O)Nc3ccccc3)s2)cc1	-7.5	-3.9	i	i	i	i	i	i	-3.9	i	i
COc1cc2c(cc1OC)C(c1ccccc1)N(C(=O)CSCC(=O)O)CC2 (configuration not stated)	-11.0	-3.0	i	i	i	i	i	i	0.3	i	i
CCCCCC1CC(COc2ccccc2)OC1=O (configuration not stated)	-7.8	3.9	i	i	i	i	i	i	-4.9	i	i
O=C(c1ccc2snnc2c1)N1CCOCC1	0.6	-6.4	i	i	i	i	i	i	-5.6	i	i
COc1ccc(NC(=O)CSC2CC(=O)N(c3ccc4c(c3)OCCO4)C2=O)cc1 (configuration not stated)	-9.9	0.7	i	i	i	i	i	i	-1.8	i	i
CCc1ccc(CN(C)Cc2nc(Cc3cccc(C(F)(F)F)c3)no2)nc1	-2.8	17.3	i	i	i	i	i	i	3.2	i	i
CC(C)(C)C(=O)N1CCC(O)(CS(=O)(=O)c2ccc(Cl)c(Cl)c2)CC1	-11.6	/	i	i	i	i	i	i	/	i	i
O=C(/C=C/c1ccc(OC(F)F)cc1)OCC(=O)N1CCN(C(=O)c2ccco2)CC1	-6.3	-3.0	i	i	i	i	i	i	-7.2	i	i
O=C(Nc1nc(-c2ccc3c(c2)OCO3)cs1)C1CC1	-10.4	5.9	i	i	i	i	i	i	24.0	i	i
COc1ccccc1-n1c(C)nnc1SCC(=O)NCc1ccccc1	-0.3	1.1	i	i	i	i	i	i	-1.7	i	i
Cc1c(C(=O)Nc2cccc(Cl)c2)oc2ccc(S(=O)(=O)N3CCC4(CC3)OCCO4)cc12	-20.9	9.4	i	i	i	i	i	i	-5.2	i	i
Cc1oc2c(c(C)cc3oc(=O)c(CC(=O)N[C@H](C(=O)O)C(C)C)c(C)c32)c1C	-3.8	-12.8	i	i	i	i	i	i	-4.0	i	i
O=C(O)c1ccc(NCc2cccnc2)cc1	0.0	3.5	i	i	i	i	i	i	-3.8	i	i
O=C(O)CCCN1C(=O)NC2NC(=O)NC21 (configuration not stated)	-0.6	-2.0	i	i	i	i	i	i	13.4	i	i
NC(=O)Cc1nc2scc(-c3ccc(Cl)cc3)c2c(=O)[nH]1	-2.6	-6.3	i	i	i	i	i	i	-0.6	i	i
CCOC(=O)c1cn2c(C)cccc2n1	-14.2	?	i	i	i	i	i	i	2.7	i	i
COc1ccc(NC(=O)N2CCCC2C(=O)NCCc2ccccc2)cc1 (configuration not stated)	-5.8	-3.9	i	i	i	i	i	i	-2.8	i	i
COC(=O)N/N=C\c1cc2c(cc1Br)OCO2	-12.6	-6.3	i	i	i	i	i	i	0.6	i	i
CC(=O)c1ccc(NC(=O)Cn2cnc(S(=O)(=O)N3CCCCC3)c2)cc1	-7.7	-5.9	i	i	i	i	i	i	0.5	i	i
Cc1ccc(NC(=O)NC2CC(=O)N(c3ccc4c(c3)OCCO4)C2)c(C)c1 (configuration not stated)	-18.1	-5.3	i	i	i	i	i	i	-5.2	i	i
Cc1cc(OCC(=O)NNC(=O)c2cccs2)ccc1Br	-8.5	4.3	i	i	i	i	i	i	-9.5	i	i
CN(CC(=O)Nc1ccccc1C(F)(F)F)C(=O)c1cc(Cl)nc2ccccc12	-10.3	2.2	i	i	i	i	i	i	2.8	i	i

Single records (already shown). Order of values: hERG rescue | HDAC3 inhib | ANO1 block | TRPC4 act | TRPC4 potent | KCNK9 block | KCNK3 block | ANO1 activ | Dyrk1A ADPGlo | KCNQ1 pot | KCNQ1 block
CN(CC(=O)Nc1ccccc1C(F)(F)F)C(=O)c1cc(Cl)nc2ccccc12 reads -10.3 | 2.2 | i | i | i | i | i | i | 2.8 | i | i
O=C(O)c1ccc(NCc2cccnc2)cc1 reads 0.0 | 3.5 | i | i | i | i | i | i | -3.8 | i | i
Cc1c(C(=O)Nc2cccc(Cl)c2)oc2ccc(S(=O)(=O)N3CCC4(CC3)OCCO4)cc12 reads -20.9 | 9.4 | i | i | i | i | i | i | -5.2 | i | i

The list continues:
SMILES	hERG rescue	HDAC3 inhib	ANO1 block	TRPC4 act	TRPC4 potent	KCNK9 block	KCNK3 block	ANO1 activ	Dyrk1A ADPGlo	KCNQ1 pot	KCNQ1 block
CCOc1cc2[nH]c(=S)n(CCC(=O)NCc3ccc(OC)cc3)c(=O)c2cc1OCC	-3.6	-0.4	i	i	i	i	i	i	-3.2	i	i
CC(=O)OCCN(CCCn1c(-c2ccncc2)nc2ccccc21)c1nc(-c2ccc(C)cc2)cs1	-6.5	0.3	i	i	i	i	i	i	0.8	i	i
O=C(NCC(=O)N1CCN(c2ccccc2O)CC1)c1ccc(Br)o1	-8.9	-0.5	i	i	i	i	i	i	-4.9	i	i
Cc1sc2nc(CSCC(=O)N(C)c3ccccc3)[nH]c(=O)c2c1C	-5.2	2.0	i	i	i	i	i	i	1.5	i	i
CCc1cc2c(C)cc(=O)oc2cc1Oc1ncccc1[N+](=O)[O-]	-5.0	-1.6	i	i	i	i	/	/	/	i	i
Cc1cc(C)cc(N(CC(=O)NC2CCCC2)C(=O)CNC(=O)c2ccco2)c1	-11.6	-2.1	i	i	i	i	i	i	-3.5	i	i
CC(=O)Nc1scc(-c2ccccc2)[n+]1-c1ccc(C)cc1	-12.9	1.1	i	i	i	i	i	i	2.5	i	i
CC(C)=C(NC(=O)c1ccco1)C(=O)NCCc1nc2ccccc2[nH]1	-5.8	0.8	i	i	i	i	i	i	-1.5	i	i
CC(=O)C1=C(C)Nc2ncnn2C1c1ccccc1F (configuration not stated)	-7.0	3.2	i	i	i	i	i	i	2.6	i	i
CSc1nc(-c2ccccc2)c(C#N)c(=O)n1C	-3.8	2.3	i	i	i	i	i	i	2.2	i	i
COC(=O)c1c(NC(=O)c2ccccc2)sc(C(=O)c2ccccc2)c1C	-7.2	-8.7	i	i	i	i	i	i	-6.5	i	i
CC1CCCCN1CCCNC(=O)c1ccc(NC(=O)C2=CSCCO2)cc1 (configuration not stated)	-3.4	1.4	i	i	i	i	i	i	-2.5	i	i
O=C(NCCOCCNC(=O)OCc1ccccc1)OCc1ccccc1	-21.8	-0.8	i	i	i	i	i	i	-2.2	i	i
Cc1cc(-c2nnc(SCC(=O)Nc3cccc(F)c3)n2N)n[nH]1	-4.3	-2.3	i	i	i	i	i	i	-4.2	i	i
CS(=O)(=O)c1ccc(Cl)c(NC(=O)COC(=O)c2cccc(S(=O)(=O)N3CCCC3)c2)c1	-12.2	5.0	i	i	i	i	i	i	-4.0	i	i
CCOC(=O)c1cnc2c(Cl)cccc2c1NCCN(C)C	-4.9	5.5	i	i	i	i	i	i	4.5	i	i
Cc1ccc(C(=O)OCC(=O)N(C)c2ccccc2)cc1C	-4.2	5.3	i	i	i	i	i	i	1.6	11*	i
O=c1[nH]c2cnccc2n1-c1ccccc1	-5.3	-6.9	i	i	i	i	i	i	-5.0	i	i
CCOC(=O)c1ccc(NC(=O)CSc2nnc(C3CCCCC3)n2C)cc1	-7.4	-3.9	i	i	i	i	i	i	2.0	i	i
CCCOCCOC(=O)C1=C(C)NC(=O)NC1c1cc(Cl)c(O)c(OC)c1 (configuration not stated)	-7.0	3.5	i	i	i	i	i	i	12.1	i	i
COc1cccc(/C=N/NC(=O)CC(=O)NCCc2ccccc2)c1OC	-10.9	-14.9	i	i	i	i	i	i	4.6	i	i
CCC[C@@H]1C[C@@]1(CCC)[C@@H](NC(=O)c1ccccc1)c1ccc(C(=O)OC)cc1	-18.3	6.9	i	i	i	i	i	i	-0.5	i	12*
COc1ccc(Br)c(-c2nnc(CS(=O)(=O)c3ccccc3)o2)c1	-8.9	-4.6	i	i	i	i	i	i	32.0	i	i
CCCC(=O)NCCc1cc2ccc(C)c(C)c2[nH]c1=O	-4.1	11.8	i	i	12*	i	i	i	-2.3	i	i
Cc1ccc(CCNC(=O)c2cc(S(=O)(=O)N3CCOCC3)cn2C)cc1	-12.6	0.4	i	i	i	i	i	i	-1.1	i	i
O=C(Cc1ccc(-c2ccccc2)cc1)NCCN1CCOCC1	-7.4	6.0	i	i	i	i	i	i	0.9	i	i
C=CCn1c(CSCc2ccccc2)nnc1SCC(=O)N1CCN(c2ccccc2)CC1	-5.6	2.1	i	i	i	i	i	i	3.3	i	i
CCCCS(=O)CC(O)COc1ccc(C(C)(C)C)cc1 (configuration not stated)	-7.6	2.0	i	i	i	i	i	i	-0.4	i	i
C/C(N)=C(/C#N)C(=O)COc1ncnc2ccccc12	-4.6	-4.9	i	i	i	i	i	i	2.9	i	i
O=C(CSc1nc2cc(Cl)ccc2c(=O)n1Cc1ccco1)Nc1ccc(S(=O)(=O)N2CCOCC2)cc1	-3.2	1.9	i	i	i	i	i	i	-1.1	i	i
CCOc1ccc(NS(=O)(=O)c2ccc(C(=O)N3CCCCCC3)cc2)cc1	-10.9	/	i	i	i	i	i	i	4.8	i	i
O=C(CCS(=O)(=O)c1ccccc1)N1CCN(c2ccccc2)CC1	-10.4	-5.7	i	i	i	i	i	i	3.4	i	i
CCC(C)(C)n1nnnc1C(c1ccc(Cl)cc1)N1CCN(C)CC1 (configuration not stated)	-8.7	-2.4	i	i	i	i	i	i	-1.1	i	i
Cc1cccc(C)c1NC(=O)CN(C)C(=O)c1ccc(COc2ccccc2)cc1	-13.9	-4.2	i	i	i	i	i	i	7.6	i	i
